Compound activity deposited in PubChem BioAssay by several laboratories.
Scp-1 inhibitor – blocks human Scp-1 phosphatase activity; hit rate 0.88% among 340,000; Recombinant Scp1, phosphopeptide, malachite green phosphate absorbance; Q9GZU7; inhibition, % at 20 µM;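 active = inhibition above about 50% at 20 µM, limit read from the data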;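 also: plate controls were DMSO wells with enzyme for no effect and wells lacking enzyme for full effect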
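Test system – truncated SCP-1 phosphatase (76-261aa) · Reagent – Phosphorylated 17-residue peptide substrate · Incubation – 45 min room-temperature reaction, 5 min colour, 30 min stabiliser · Detection – colorimetric phosphate reagent with accelerator and stabiliser, absorbance at 630 nm · Measure – % inhibition at 20 µM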
NadD inh – inhibitors of Staphylococcus aureus NadD | purified NadD enzyme, colorimetric absorbance read-out | inhibition, % at 20 µM | hit rate 0.78% among 360,000; in the data active = inhibition above about 26%; also: some compounds past the cut are filed as inactive
CSN deneddyl inh – blocks human CSN-mediated cullin deneddylation. Q92905. Purified CSN, SCF-Nedd8-OG deneddylation, fluorescence polarization. inhibition, % at 12.5 µM. hit rate 0.38% among 360,000. AID 651999;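 active = pattern-corrected inhibition above about 35%, with an unprinted fluorescence ratio check between 0.5 and 1.5, limit read from the data, passing the limit was not always enough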;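 also: 0% = enzyme with substrate and 100% = substrate without enzyme; some results filed as inactive read as strong as hits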
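Material: human Csn5 produced in HEK293T cells; Input: enzyme 0.24 nM; Reagent: SCFSkp2-Nedd8OG substrate at 10 nM final; Dosing: 12.5 µM compound; Incubation: 90 min reaction at room temperature; Detection: fluorescence polarization of the substrate; Evaluation: % inhibition of substrate cleavage by Csn5; Control set: substrate-only high control, full reaction low control.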
Tb MetRS inh – Trypanosoma brucei MetRS inhibition | purified T. brucei MetRS, ATP depletion, Kinase-Glo luminescence | inhibition, % at 11.9 µM | hit rate 0.4% among 360,000;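 active = inhibition above a per-plate cutoff of the control wells' mean inhibition plus 3 SD, cut at about 5.5% in these data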;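 also: 0% = DMSO wells median and 100% = median of wells with control inhibitor compound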
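Material: parasite MetRS enzyme / Replication: singlicate, one well per compound / Signal: luminescence of leftover ATP / Schedule: 2 h aminoacylation at 25 °C after 15 min preincubation / Medium: HEPES-MgCl2-KCl buffer plus DTT, spermine, BSA, pyrophosphatase / Doses: 11.9 µM single point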
STEP inh – blocks human striatal-enriched tyrosine phosphatase. recombinant STEP, OMFP fluorogenic substrate, fluorescence. inhibition, % at 20 µM. hit rate 0.25% among 360,000. AID 588621;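 active = inhibition at 20 µM, scaled per plate between control wells, above about 37%, limit read from the data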;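 also: 0% = DMSO with enzyme and substrate and 100% = substrate only without enzyme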
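Assay system: isolated STEP enzyme / Timing: 20 min at room temperature, dark / Doses: 20 µM, 1% DMSO / Technique: fluorescence intensity, excitation 480 nm, emission 540 nm / Reagent: fluorogenic phosphatase substrate OMFP at 25 µM final / Measure: percent inhibition scaled to no-enzyme and uninhibited-enzyme controls, plate-pattern corrected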
Rpn11 inh – blocks the human proteasome subunit Rpn11; O00487; human 26S proteasome, Ub4-pepOG fluorescence polarization; 20S core pre-blocked with epoxomicin; calls only at 20 µM; hit rate 0.59% among 360,000;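 active = inhibition at 20 µM, scaled to each plate's controls, above about 33%, limit read from the data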
LMPTP block – LMPTP (human) inhibition; P24666; hit rate 0.22% among 360,000; inhibition, % at 20 µM; recombinant LMPTP-A, OMFP fluorogenic substrate, fluorescence intensity;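 active = compounds that cut the enzyme signal by at least half of the control window in the single-dose screen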;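 also: plate controls were DMSO wells with enzyme plus substrate for no effect and substrate without enzyme for full effect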
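Buffer or medium: Bis-Tris pH 6.0, DTT, detergent; Assay system: LMPTP-A enzyme; Quantity: 0.625 nM enzyme; Detection: endpoint fluorescence intensity; Times: 50 min dark incubation at room temperature; Controls: substrate-only low control, DMSO enzyme-plus-substrate high control; Doses: single 20 µM dose; Read-out: percent inhibition versus substrate-only and uninhibited controls; Reagent: 400 µM OMFP.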
SUMO1-SIM PPI – alters human SUMO1 binding to SIM partners. SUMO1 binding to a labelled peptide, TR-FRET, 1 h. inhibition, % at 20 µM. hit rate 0.33% among 360,000. AID 602429; in the data active = inhibition above about 37%
DNMT1 block – blocks human DNA methyltransferase DNMT1; inhibition (reported as % activation of signal), % at 10 µM; P26358; DNMT1 molecular beacon, Hinp1I cleavage, fluorescence; hit rate 0.83% among 360,000; AID 588458; in the data active = inhibition above about 50%
Target sequence (P26358 504-1616 limits assumed): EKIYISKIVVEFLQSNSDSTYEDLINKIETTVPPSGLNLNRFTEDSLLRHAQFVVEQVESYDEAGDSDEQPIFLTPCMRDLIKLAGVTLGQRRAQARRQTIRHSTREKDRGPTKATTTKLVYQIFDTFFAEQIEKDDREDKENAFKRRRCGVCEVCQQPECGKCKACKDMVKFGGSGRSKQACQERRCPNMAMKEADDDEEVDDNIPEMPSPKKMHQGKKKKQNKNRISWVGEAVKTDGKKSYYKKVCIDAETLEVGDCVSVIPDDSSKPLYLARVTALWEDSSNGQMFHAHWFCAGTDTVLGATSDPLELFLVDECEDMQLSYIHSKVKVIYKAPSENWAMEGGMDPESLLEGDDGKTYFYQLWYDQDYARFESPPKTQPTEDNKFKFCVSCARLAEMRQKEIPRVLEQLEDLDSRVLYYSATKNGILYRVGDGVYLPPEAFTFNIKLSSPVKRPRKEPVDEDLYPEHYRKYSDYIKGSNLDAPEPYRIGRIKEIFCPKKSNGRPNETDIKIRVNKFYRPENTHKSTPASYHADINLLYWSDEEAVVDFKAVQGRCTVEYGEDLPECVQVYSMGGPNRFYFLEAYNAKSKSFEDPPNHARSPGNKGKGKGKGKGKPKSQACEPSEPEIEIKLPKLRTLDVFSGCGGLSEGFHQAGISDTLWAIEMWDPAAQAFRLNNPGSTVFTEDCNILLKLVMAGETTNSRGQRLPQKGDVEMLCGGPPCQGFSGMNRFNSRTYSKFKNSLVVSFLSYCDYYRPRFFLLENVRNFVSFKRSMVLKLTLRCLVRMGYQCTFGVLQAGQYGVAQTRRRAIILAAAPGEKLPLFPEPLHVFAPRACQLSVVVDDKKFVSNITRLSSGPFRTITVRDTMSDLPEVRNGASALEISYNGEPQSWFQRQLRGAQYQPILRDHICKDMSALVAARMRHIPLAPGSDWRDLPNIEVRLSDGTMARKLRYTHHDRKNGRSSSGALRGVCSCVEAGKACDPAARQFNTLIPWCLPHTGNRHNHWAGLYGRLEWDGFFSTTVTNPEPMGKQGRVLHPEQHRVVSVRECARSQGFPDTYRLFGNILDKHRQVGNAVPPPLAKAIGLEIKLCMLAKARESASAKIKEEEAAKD
MsrA inh – bovine MsrA inhibition. inhibition, % at 15.5 µM. purified bovine MsrA, absorbance read-out. hit rate 0.75% among 360,000. AID 651718; in the data active = inhibition above about 4.5%;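 also: 0% = vehicle wells with enzyme and 100% = reference inhibitor wells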
* hit, by the source's call; i = inactive; . = no result given.

SMILES	Scp-1 inhibitor	NadD inh	CSN deneddyl inh	Tb MetRS inh	STEP inh	Rpn11 inh	LMPTP block	SUMO1-SIM PPI	DNMT1 block	MsrA inh
COc1cccc(NC(=S)N(CCN(C)C)C(C)c2ccncc2)c1 (centres undefined)	6	1	6	-1.1	1	i	-2.1	3	1	-0.5
CCCc1nnc(NC(=O)CCC(=O)NCCc2ccc(OC)c(OC)c2)s1	-9	-3	-5	-0.7	-3	i	-1.3	8	-1	-0.2
Cc1ccc(CNC(=O)CSc2nc(N3CCCCC3)nc(N3CCCCC3)n2)cc1	6	2	-4	-1.7	2	i	6.0	-3	-1	-0.5
CN(c1ccccc1)c1ncccn1	-11	0	-3	2.1	-3	i	-0.5	1	1	0.6
Nc1nnnn1/N=C/c1cccc(OCc2ccccc2Cl)c1	-9	-7	-5	-0.3	0	i	0.0	0	17	0.8
CCOC(=O)N1CCN(C(=O)Cn2ncn3nc(-c4cccs4)cc3c2=O)CC1	-9	-2	2	-0.2	2	i	1.2	2	0	0.1
COc1ccc(CCN(C)C(=O)C2CCN(Cc3ccc(C)cc3)CC2)cc1OC	2	1	7	1.2	0	i	-0.3	0	2	0.1
CC(=O)NC(c1cccc(F)c1)c1nc(-c2cccs2)cs1 (centres undefined)	.	-6	5	0.3	-2	i	-1.0	-14	-2	0.7
CS(=O)(=O)N(CC(N)=O)c1ccc(F)c(Cl)c1	7	2	1	-0.4	-11	i	-3.1	-1	1	-0.1
COCCn1nnnc1CN(CCc1ccc(OC)c(OC)c1)Cc1cc2ccc(C)cc2[nH]c1=O	-15	1	6	-0.1	1	i	1.0	4	0	1.8
C#CCOCCOCCOCCNc1nc(N2CCN(C(=O)[C@H]([C@@H](C)O)n3cc(CCCCN)nn3)CC2)nc(N2CCN(C(=O)[C@H]([C@@H](C)CC)n3cc(CCCCN)nn3)CC2)n1	6	-4	-3	0.0	-3	i	-4.2	-16	0	0.6
Cc1ccc(C2(C)NC(=O)N(CC(=O)Nc3ccc4c(c3)CCC4)C2=O)cc1 (centres undefined)	-7	-7	-4	-0.5	-2	i	0.2	1	-2	0.1
CSCCC(NC(=O)c1ccccc1Cl)C(=O)N1CCCCCCC1 (centres undefined)	-6	-3	2	-0.1	-3	i	-0.7	0	5	1.9
O=C(Nc1nc(-c2ccccc2)cs1)c1ccco1	-7	-3	3	-0.4	-2	i	0.3	3	0	0.4
Oc1c(C=Nc2ccccc2)sc2ccccc12	-5	-1	16	-0.5	5	.	1.4	-29	-5	1.0
O=C(O)CSc1nnc(COc2ccc(Br)cc2)n1-c1ccccc1	-5	0	-3	1.4	-2	i	0.2	3	1	-0.2
Cc1ccccc1NCCNc1ccccc1C	-2	-4	-3	-1.0	0	i	-0.2	-1	0	0.1
Cc1ccc(S(=O)(=O)NC(C)C(=O)NC(C)c2cccs2)cc1 (centres undefined)	-1	0	-1	0.4	-2	i	0.2	0	-2	-1.6
CCN(CC)CCNC(=O)c1c(C)oc2cc(Br)c(OC)cc12	-3	-2	3	-0.7	0	i	0.4	1	2	-0.7
O=C(c1ccc(Cl)cc1)N1CCN=C1c1ccccc1	0	-1	0	2.5	2	i	-1.2	2	0	0.4
Cc1cc(=O)oc(C)c1C(=O)NCCCN1CCN(c2ccc(F)cc2)CC1	-3	-3	-11	-0.1	-1	i	-3.4	0	-1	2.8
COc1ccc2c(=O)c3c(=O)n(CCc4ccccc4)c(C(C)C)nc3oc2c1	4	3	-1	-0.1	-1	i	-0.7	1	0	-0.9
CC(=O)c1c(C)oc2ccc(NS(=O)(=O)c3ccc(C)cc3)cc12	-4	-5	1	-1.4	0	i	2.6	-1	3	-1.2
OC(COc1cccc2ccccc12)CN1CCN(c2ccccc2)CC1 (centres undefined)	-11	-13	-2	-0.7	-2	i	0.2	-4	0	0.9
COc1ccccc1CNC(=O)C1CC2Cn3c(nc4ccccc43)C2N1C (centres undefined)	-1	0	-2	-0.3	0	i	-0.8	-2	1	-0.7
CC(=O)N1CCN(CC(=O)Nc2c(Cl)cccc2Cl)CC1	-11	1	-1	-0.4	1	i	-1.2	8	-3	-0.5
CC1(C)CC(=O)c2cc(O)ccc2O1	-9	-2	8	0.2	-3	i	-1.8	-1	-2	0.4
COc1ccc(C(=O)Nc2ccc(OC)c([N+](=O)[O-])c2)cc1Br	5	3	5	-0.1	8	i	24	3	2	-0.2
CCCCC(=O)Nc1ccc2c(c1)OCCO2	-2	0	3	-1.0	-1	i	0.8	2	-3	-0.5
O=C(NCCCNc1ccnc2cc(Cl)ccc12)c1ccccc1F	-14	-11	1	0.8	-1	i	8.1	1	-3	0.8
O=c1[nH]c2ccccc2cc1CN(Cc1ccco1)S(=O)(=O)c1ccccc1	12	-3	3	0.1	5	i	2.7	-1	4	-0.3
CC(C)(C)NC(=O)Nc1nnc(SCC(=O)NC2CCCCC2)s1	2	-1	0	-0.3	1	i	0.0	-1	3	-0.5
O=C1Nc2ccccc2-n2nnnc2C1N1CCN(c2ccc(C(F)(F)F)cn2)CC1 (centres undefined)	.	.	0	-0.8	.	.	0.4	3	.	-0.1
Cc1cscc1-c1nc(NCC2CC2)nc2ccsc12	.	1	-2	-0.2	-4	i	2.4	-7	2	1.4
CCOC(=O)C(=CNc1cc(OC)ccc1-n1cccc1)C(=O)OCC	-11	-7	2	-0.5	3	i	4.5	-4	0	2.1
Cc1ccn2c(=O)nc(SCC(=O)N3CCCCC3)nc2c1	19	-4	-1	-0.5	1	i	1.2	-2	-1	0.1
COc1ccc(/C=C/C(=O)NC(C)CCc2ccccc2)cc1 (centres undefined)	-8	-8	-2	-0.4	4	i	-0.6	-7	-1	-0.1
O=S(=O)(/C=C/c1ccccc1)Nc1ccc(F)cc1	-13	-4	-4	-0.2	-2	i	0.9	9	-1	-0.1
CC(=O)c1ccc(Nc2c(C)n(C)n(-c3ccccc3)c2=O)cc1	6	-9	2	-1.1	-2	i	3.1	3	8	4.4
COC(=O)c1cccn(CC(=O)c2ccc(Cl)cc2Cl)c1=O	-6	0	-2	-0.4	-3	i	1.0	-1	-2	2.5
Cc1cccc(N/C=C/c2onc(C)c2[N+](=O)[O-])c1	-7	-1	1	-0.8	-2	i	-0.4	-11	4	0.1
COC(C/C=C\[C@@H](O)[C@@H](C)OCc1ccccc1)OC	0	1	-4	-0.5	-2	i	-3.5	4	1	-0.3
CN(C)CCCNC(=S)NCCNc1nc2cc3c(cc2cc1C#N)OCO3	9	-2	5	-1.7	0	i	-1.4	-3	10	1.3
O=C(CN1CCN(Cc2ccc(F)cc2)CC1)Nc1ccccc1F	15	-3	-1	-0.1	1	i	-1.0	1	0	-0.2
Cc1ccn2cc(CCNC(=O)c3ccc(Br)o3)nc2c1	-19	-7	1	-0.1	-4	i	0.3	3	-1	2.0
Cc1oc(C)c(C(N)=O)c1C(N)=O	-2	-3	-2	0.4	-4	i	-2.6	-2	1	1.5
O=C(c1ccc([N+](=O)[O-])c(CS(=O)(=O)c2ccc(Cl)cc2)c1)N1CCCC1	-4	-2	-19	-0.4	2	i	-1.8	-20	-3	1.3
Cc1cc(C)nc(N/N=C/c2cc(Br)ccc2O)n1	-5	0	3	0.2	1	i	1.3	-11	-2	0.5

5 of the entries above in order of the MsrA inh value, smallest number first.
Compound | Scp-1 inhibitor | NadD inh | CSN deneddyl inh | Tb MetRS inh | STEP inh | Rpn11 inh | LMPTP block | SUMO1-SIM PPI | DNMT1 block | MsrA inh
CC(=O)N1CCN(CC(=O)Nc2c(Cl)cccc2Cl)CC1 | -11 | 1 | -1 | -0.4 | 1 | i | -1.2 | 8 | -3 | -0.5
O=c1[nH]c2ccccc2cc1CN(Cc1ccco1)S(=O)(=O)c1ccccc1 | 12 | -3 | 3 | 0.1 | 5 | i | 2.7 | -1 | 4 | -0.3
COc1ccc(C(=O)Nc2ccc(OC)c([N+](=O)[O-])c2)cc1Br | 5 | 3 | 5 | -0.1 | 8 | i | 24 | 3 | 2 | -0.2
Cc1cccc(N/C=C/c2onc(C)c2[N+](=O)[O-])c1 | -7 | -1 | 1 | -0.8 | -2 | i | -0.4 | -11 | 4 | 0.1
Cc1cc(C)nc(N/N=C/c2cc(Br)ccc2O)n1 | -5 | 0 | 3 | 0.2 | 1 | i | 1.3 | -11 | -2 | 0.5

The list goes on:
SMILES	Scp-1 inhibitor	NadD inh	CSN deneddyl inh	Tb MetRS inh	STEP inh	Rpn11 inh	LMPTP block	SUMO1-SIM PPI	DNMT1 block	MsrA inh
O=C(CN1C(=O)COc2ccc(Cl)cc21)Nc1ccc2c(c1)OCCO2	-4	-4	4	-1.2	-6	i	1.1	2	-3	-0.1
CSc1nnc(N2C(=O)C(O)=C(C(=O)c3ccco3)C2c2ccccc2F)s1 (centres undefined)	-8	6	0	-0.1	3	i	0.4	-23	2	2.4
CCc1nnc(NCn2nc(C)cc2C)s1	2	-1	-2	0.0	-2	i	-0.7	-2	4	0.0
CC1(C)CC(NC(=O)c2cccc(S(=O)(=O)N(Cc3ccccc3)c3ccccc3)c2)CC(C)(C)N1	-3	-7	5	-0.5	1	i	-1.0	-20	3	-2.3
CCOc1ccc(CCNC(=O)COC(=O)c2ccc(S(C)(=O)=O)cc2)cc1OCC	-4	-3	4	-0.1	1	i	-0.1	-1	-2	-0.1
CCCNC(=O)CSc1ccc(S(=O)(=O)N2CCCC2)cn1	-6	5	0	0.1	-3	i	-1.1	2	3	-0.2
CCCCC1=NN(C(=O)c2cccnc2)C(O)(C(F)(F)F)C1 (centres undefined)	-1	-2	-2	-1.1	3	i	-1.2	2	8	1.0
COc1ccc2[nH]c(=O)c(CN(c3ccccc3OC)S(=O)(=O)c3ccccc3)cc2c1	3	5	-1	0.1	-3	i	3.0	-2	-6	0.2
COc1ccc(C2=NOC(COc3ccc4c(C)cc(=O)oc4c3)C2)c(OC)c1 (centres undefined)	-14	-5	-1	0.8	2	i	4.5	-5	5	1.7
COc1ccccc1CN(CC(=O)NCc1ccc2c(c1)OCO2)C(=O)c1ccc2c(c1)OCCO2	-2	-6	1	-0.4	0	i	0.9	-6	0	0.9
Cc1cc(NC(=O)Cn2nc(C(F)(F)F)c3c2CCC3)n(-c2ccccc2)n1	0	-2	21	-0.6	-2	i	-2.0	1	1	-0.7
Cc1ccc(S(=O)(=O)N2CCOCC2)cc1C(=O)NC1CCN(Cc2ccccc2)CC1	-10	-2	0	-0.4	-2	i	-9.6	-29	5	0.6
